Screens deposited in PubChem BioAssay by National Center for Advancing Translational Sciences (NCATS).
Lipid storage S3 = qHTS Assay for Lipid Storage Modulators in Drosophila S3 Cells; Drosophila S3 cells, BODIPY lipid droplet fluorescence, 18-24 h; cells fed with added oleic acid; lipid storage change, negative = inhibition, % at the top dose, mostly 46.1 µM; hits show Potency in µM; 0.64% of 320,000 active; AID 2685; active = well fitted inhibition curve with a large enough effect in the signal ratio, with a control signal flat, not every such curve was filed as active; inconclusive = small, poorly fitted or top-dose-only effect, or effect the other way, or a change in a side signal; the % refers to the signal ratio
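Drosophila S3 cells loaded with oleic acid (400 uM, as added) and compounds at several concentrations; lipid droplets imaged by 488-nm laser-scanning cytometry, 500–530 nm intensity and object ratio to cell channel. Percent activity normalized to 20 uM Triacsin C.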
Lipid storage S3 cell count max = second read-out of Lipid storage S3, no call of its own (marks repeat the call); cell number change, %; measured here: cell count max response;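 cells counted by Cell Tracker Red CMTPX staining in the red channel; peak over a dose series mostly up to 46.1 µM; percent activity relative to internal control wells on each plate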
* hit, by the source's call; [ ] = dose if it differs, or a comment. % is scaled to controls: 0 for no effect and ±100 for the full control effect; potency is read from the fitted curve at half-maximal effect. Some of the compounds tested. The share of hits here may be higher or lower than overall.

Results for Cc1ccc(NC(=O)Nc2cccnc2)cc1 ?
Lipid storage S3: 5%; Lipid storage S3 cell count max: 29

What do the screens show for `O=C(NCCCN1CCN(c2ccccc2F)CC1)Nc1ccc(F)cc1`?
Lipid storage S3: inconclusive

How did COC(=O)C1=Cc2cc(OC)cc([N+](=O)[O-])c2OC1N1CCOCC1 (configuration not stated) do in these assays?
Lipid storage S3: inactive; Lipid storage S3 cell count max: 8

What do the screens show for `COc1ccc(CC(=O)OCC(=O)NCc2ccco2)cc1OC`?
Lipid storage S3: inconclusive

What do the screens show for `Cc1ccc(-c2nc(N)sc2-c2ccccc2)cc1C`?
Lipid storage S3: inconclusive

Results for CC(C)(C)OC(=O)N1CCC[C@H]1c1nnc(SCc2ccccc2Cl)o1 ?
Lipid storage S3: 10%; Lipid storage S3 cell count max: -22

What do the screens show for `O=C1OC(Nc2ncccn2)c2ccccc21` (configuration not stated)?
Lipid storage S3: inconclusive

How did Cc1ccc(C)c(N2CCN(C(=O)c3cc4c(C)nc5ccccc5c4o3)CC2)c1 do in these assays?
Lipid storage S3: 18%; Lipid storage S3 cell count max: 3

How did O=S(=O)(c1ccc(Br)c2nsnc12)N1CCOCC1 do in these assays?
Lipid storage S3: inconclusive

How did Cc1nc(-c2ccccc2)cs1 do in these assays?
Lipid storage S3: -3%; Lipid storage S3 cell count max: 3

Two records picked at random from the list so far:
What do the screens show for `COc1ccc(CC(=O)OCC(=O)NCc2ccco2)cc1OC`?
Lipid storage S3: inconclusive

What do the screens show for `O=C1OC(Nc2ncccn2)c2ccccc21` (configuration not stated)?
Lipid storage S3: inconclusive

Continuation.
Results for O=C(COC(=O)c1cccs1)Nc1ccccc1[N+](=O)[O-] ?
Lipid storage S3: inconclusive

Results for CC(=O)C(C(C)=O)C1(O)C(=O)c2ccccc2C1=O ?
Lipid storage S3: inconclusive

How did O=c1oc(-c2cccnc2)nc2ccccc12 do in these assays?
Lipid storage S3: inconclusive

Results for CCCCCCCCn1cnc2c(N)c(C)c(C)cc21 ?
Lipid storage S3: inconclusive

How did COc1cc(C(=O)N/N=C/c2ccc(OC(=O)c3cccc(C)c3)c(OC)c2)ccc1O do in these assays?
Lipid storage S3: inconclusive

What do the screens show for `COCCN(C(=O)CSc1nnc(-c2ccc(Cl)cc2)o1)c1c(N)n(CC(C)C)c(=O)[nH]c1=O`?
Lipid storage S3: inconclusive

What do the screens show for `C=CCn1c(SCC(=O)NC(=O)NC)nnc1C1CCCCC1`?
Lipid storage S3: -2%; Lipid storage S3 cell count max: -12

Results for Cc1cccc(-n2c(=S)[nH]c3sc4c(c3c2=O)CCc2ccccc2-4)c1 ?
Lipid storage S3: 1%; Lipid storage S3 cell count max: 10

Results for COc1cccc(/C=C2\SC(=S)N(CCCC(=O)NC3=NCCS3)C2=O)c1 ?
Lipid storage S3: 17%; Lipid storage S3 cell count max: 7

What do the screens show for `Cc1ccc(C(=O)N2CCCC(Nc3cccc(F)c3)C2)cc1N1CCNC1=O` (configuration not stated)?
Lipid storage S3: 6%; Lipid storage S3 cell count max: 6

What do the screens show for `O=C(NNC(=O)c1ccccc1F)c1cccs1`?
Lipid storage S3: inconclusive

What do the screens show for `COc1ccc(NS(=O)(=O)c2ccc(C(=O)N3CCN(Cc4ccccc4)CC3)cc2)cc1`?
Lipid storage S3: -8%; Lipid storage S3 cell count max: -22

Results for COc1ccc(C(=O)N2CCC(O)(c3ccc(Cl)cc3)CC2)cc1OC ?
Lipid storage S3: inconclusive

Results for CCN=C1SC(CC(=O)NC2CCCCC2)C(=O)N1CC (configuration not stated) ?
Lipid storage S3: -15%; Lipid storage S3 cell count max: 2

How did O=C(CN(c1ccc(F)cc1)S(=O)(=O)c1ccccc1)Nc1ccccc1C(=O)O do in these assays?
Lipid storage S3: 15%[9.22 µM]; Lipid storage S3 cell count max: 13

How did COCCNS(=O)(=O)c1cc(C)c(C)cc1C do in these assays?
Lipid storage S3: 11%; Lipid storage S3 cell count max: 13

What do the screens show for `COc1ccc(NC(=O)CCCn2c(=O)oc3ccccc32)cc1Cl`?
Lipid storage S3: 12%; Lipid storage S3 cell count max: -12

How did S=C1NCN(Cc2cccnc2)CN1Cc1ccccc1 do in these assays?
Lipid storage S3: 10%; Lipid storage S3 cell count max: -4

How did CC(=O)Nc1ccc(Nc2nc(-c3sc(NC(C)=O)nc3C)cs2)cc1 do in these assays?
Lipid storage S3: 21µM*; Lipid storage S3 cell count max: -26*

Results for CCN(CCCNC(=O)C1CCN(S(=O)(=O)c2cnc[nH]2)CC1)c1cccc(C)c1 ?
Lipid storage S3: inconclusive

Results for O=c1c2[nH]c3ccc(F)cc3c2nc2n1CCS2 ?
Lipid storage S3: inconclusive

What do the screens show for `CC1CC(C)CN(CC(=O)Nc2cc(S(=O)(=O)N3CCOCC3)ccc2N2CCCC2)C1` (configuration not stated)?
Lipid storage S3: inconclusive

What do the screens show for `Cc1ccc(OCC(=O)N2CCN(C3=NS(=O)(=O)c4ccccc43)CC2)cc1`?
Lipid storage S3: 10%; Lipid storage S3 cell count max: 7

How did O=C(/C(=C(\O)c1ccccc1)c1nc2ccccc2[nH]1)c1ccccc1 do in these assays?
Lipid storage S3: inconclusive

How did Cc1nn(-c2ccccc2)nc1C(=O)Oc1cc(C(F)(F)F)nn1-c1ccccc1 do in these assays?
Lipid storage S3: -2%; Lipid storage S3 cell count max: -3

What do the screens show for `Cc1cc(C)c(S(=O)(=O)c2ccccc2)c(OC(=O)c2c(F)cccc2F)n1`?
Lipid storage S3: inconclusive

How did Cc1cc2cc(CN3C(=O)c4ccccc4C3=O)ccc2n1C do in these assays?
Lipid storage S3: 6%

What do the screens show for `C=CCc1cc(OC)ccc1OCCON1C(=O)CCC1=O`?
Lipid storage S3: inconclusive

What do the screens show for `CC(=O)Nc1ccc(NC(=O)CSc2nnnn2C2CCCCC2)cc1`?
Lipid storage S3: inconclusive

How did Cc1cc(C)c(-c2cc(C(F)(F)F)no2)c(=O)[nH]1 do in these assays?
Lipid storage S3: 1%; Lipid storage S3 cell count max: 13

How did O=C(NC1CC(=O)N(c2ccc(F)cc2)C1)N1CCN(C(=O)c2ccco2)CC1 (configuration not stated) do in these assays?
Lipid storage S3: 14%; Lipid storage S3 cell count max: 8

Results for Clc1ncnc2scc(C3COc4ccccc4O3)c12 (configuration not stated) ?
Lipid storage S3: inconclusive

Results for CCCc1cc(C(=O)N2CCN(c3ccccc3C)CC2)cs1 ?
Lipid storage S3: inconclusive

How did CCOC(=O)Cc1csc(SCC(=O)c2c(N)n(CC(C)C)c(=O)n(C)c2=O)n1 do in these assays?
Lipid storage S3: inconclusive

Results for Cc1nnc(SCC(=O)Nc2nnc(-c3ccccc3)o2)s1 ?
Lipid storage S3: 0%; Lipid storage S3 cell count max: -12

How did CCCC1CCC(=NNC(=O)CNc2ccc(OC)cc2)CC1 (configuration not stated) do in these assays?
Lipid storage S3: 16%; Lipid storage S3 cell count max: -4

How did COc1ccc(F)cc1S(=O)(=O)N1CCC(C(N)=O)CC1 do in these assays?
Lipid storage S3: inconclusive

What do the screens show for `CC(C)(C)c1ccc(C(=O)NCC(=O)OCC(=O)Nc2nc(-c3ccc(F)cc3)cs2)cc1`?
Lipid storage S3: inconclusive

What do the screens show for `C=CCn1c(SCC(=O)NCc2ccccc2)nnc1-c1cc(Br)ccc1O`?
Lipid storage S3: inactive; Lipid storage S3 cell count max: 4

Results for O=C(Nc1ncc(Cc2cccc(Cl)c2)s1)C1=NCCN1 ?
Lipid storage S3: inactive; Lipid storage S3 cell count max: -6

What do the screens show for `Cc1cc(C)c(C)c(S(=O)(=O)N2CCC(C(=O)Nc3ccccc3N3CCOCC3)CC2)c1C`?
Lipid storage S3: inconclusive

Results for COc1ccc(C(=O)OCC(=O)NC2CCCC2)c(OC)c1 ?
Lipid storage S3: inconclusive

How did Cc1cccc(N2CCN(C(=O)Cc3ccc(-n4c(=O)[nH]c5ccsc5c4=O)cc3)CC2C)c1 (configuration not stated) do in these assays?
Lipid storage S3: inconclusive

What do the screens show for `CC1CC(C)CN(C(=O)COC(=O)CCCN2C(=O)c3cccc4cccc(c34)C2=O)C1` (configuration not stated)?
Lipid storage S3: inconclusive

What do the screens show for `COc1ccc(C2=NCCn3nc4cc([N+](=O)[O-])ccc4c32)cc1`?
Lipid storage S3: inconclusive

Results for COc1cc2c(cc1OC)CN(CC(=O)Nc1ccc(C)c(C)c1)CC2 ?
Lipid storage S3: inconclusive

What do the screens show for `CCCS(=O)(=O)C(=C(Nc1ccccc1)Nc1ccccc1)S(=O)(=O)CCC`?
Lipid storage S3: inactive

Results for CN(C)S(=O)(=O)c1cccc(C(=O)c2nccn2C)c1 ?
Lipid storage S3: -2%; Lipid storage S3 cell count max: -4

What do the screens show for `CC(C)(C)C(=O)[C@@H]1[C@@H]2C(=O)N(C3CCCCC3)C(=O)[C@@H]2[C@H]2c3ccccc3C=CN12`?
Lipid storage S3: inconclusive

How did O=C(CSc1nnc(NC(=O)c2ccco2)s1)NC1CCCCC1 do in these assays?
Lipid storage S3: inconclusive

What do the screens show for `O=C(Nc1ccc(Cl)cc1)Nc1cnccn1`?
Lipid storage S3: -10%; Lipid storage S3 cell count max: 2

What do the screens show for `CCNS(=O)(=O)c1ccc(CCC(=O)Nc2cc(Cl)ccc2Oc2ccccc2)cc1`?
Lipid storage S3: inconclusive

Results for O=C(NCC1CCCN(C(=O)c2cscn2)C1)c1ccccc1Cl (configuration not stated) ?
Lipid storage S3: inconclusive

How did O=C(CN1C(=O)C(=O)N(C2CCCC2)C1=O)Nc1ccc(OC(F)F)cc1 do in these assays?
Lipid storage S3: 14%; Lipid storage S3 cell count max: -11

What do the screens show for `OCC[C@@H]1C[C@H](O)[C@@H](O)[C@@]2(CCc3ccccc3O2)O1`?
Lipid storage S3: inconclusive

Results for CCc1ccccc1NC(=O)CN(C)C(=O)COC(=O)c1ccccc1Cl ?
Lipid storage S3: inconclusive

Results for CCOC(=O)C1CCN(C(=O)c2cccc(S(=O)(=O)N(CC)c3ccccc3)c2)CC1 ?
Lipid storage S3: -6%; Lipid storage S3 cell count max: -1

What do the screens show for `CCSc1nc2nn(-c3ccccc3)c(=O)c-2c2n1CCCCC2`?
Lipid storage S3: inconclusive

How did CC(C)Cc1nnc(NC(=O)CCC(=O)NCc2ccccc2Cl)s1 do in these assays?
Lipid storage S3: inactive; Lipid storage S3 cell count max: 8

What do the screens show for `Cc1cc(C)n2cc(CSCC(=O)O)nc2n1`?
Lipid storage S3: -4%; Lipid storage S3 cell count max: 2

A portion from further up, as a working copy:
How did O=C(CN1C(=O)C(=O)N(C2CCCC2)C1=O)Nc1ccc(OC(F)F)cc1 do in these assays?
Lipid storage S3: 14%; Lipid storage S3 cell count max: -11

What do the screens show for `OCC[C@@H]1C[C@H](O)[C@@H](O)[C@@]2(CCc3ccccc3O2)O1`?
Lipid storage S3: inconclusive

Part of the list above in order of length of the SMILES, smallest number first:
Results for CCCCCCCCn1cnc2c(N)c(C)c(C)cc21 ?
Lipid storage S3: inconclusive

What do the screens show for `C=CCn1c(SCC(=O)NC(=O)NC)nnc1C1CCCCC1`?
Lipid storage S3: -2%; Lipid storage S3 cell count max: -12

How did Cc1ccc(C)c(N2CCN(C(=O)c3cc4c(C)nc5ccccc5c4o3)CC2)c1 do in these assays?
Lipid storage S3: 18%; Lipid storage S3 cell count max: 3

Results for CCOC(=O)C1CCN(C(=O)c2cccc(S(=O)(=O)N(CC)c3ccccc3)c2)CC1 ?
Lipid storage S3: -6%; Lipid storage S3 cell count max: -1

What do the screens show for `CC(C)(C)c1ccc(C(=O)NCC(=O)OCC(=O)Nc2nc(-c3ccc(F)cc3)cs2)cc1`?
Lipid storage S3: inconclusive

(next part)
Results for O=C(CN1C2CCC1CC(NC(=O)C1CC1)C2)NCc1ccccc1 (configuration not stated) ?
Lipid storage S3: 9%; Lipid storage S3 cell count max: 0

What do the screens show for `CCOc1ccc(-n2c(SCC(=O)Nc3ccc4c(c3)OCO4)nc3c(c2=O)SCC3)cc1`?
Lipid storage S3: inconclusive

Results for Cc1ccc(-c2nc3ccccc3[nH]2)cc1NC(=S)NC(=O)c1ccccc1Br ?
Lipid storage S3: inconclusive

How did COc1cc(C2C(C(=O)Nc3ccccc3OC)=C(C)Nc3ncnn32)ccc1O (configuration not stated) do in these assays?
Lipid storage S3: 4%; Lipid storage S3 cell count max: 23

What do the screens show for `O=S(=O)(Cc1cc(Sc2ccc(Cl)cc2)nc(-c2ccccc2)n1)c1ccccc1`?
Lipid storage S3: inconclusive

How did O=C(O)C1CCC(Cn2c(SCc3cc(=O)n4cc(Br)ccc4n3)nc3ccsc3c2=O)CC1 (configuration not stated) do in these assays?
Lipid storage S3: inconclusive

What do the screens show for `Cc1ccccc1NC(=O)CSc1nc2ccc(Nc3nc(N4CCOCC4)nc(N4CCOCC4)n3)cc2s1`?
Lipid storage S3: inactive; Lipid storage S3 cell count max: -9

Results for C/C(=N\O)c1c(O)cc(-c2ccccc2)n(-c2ccccc2)c1=O ?
Lipid storage S3: 5%; Lipid storage S3 cell count max: 13

What do the screens show for `Cc1cc(C(=O)NCC(=O)OC(C)C(=O)N2CCOCC2)ccc1[N+](=O)[O-]` (configuration not stated)?
Lipid storage S3: inconclusive

How did Clc1ccc(C(c2nnnn2C2CCCC2)N2CCSCC2)cc1 (configuration not stated) do in these assays?
Lipid storage S3: inconclusive

How did O=C(C1=C[C@H](c2coc3ccccc3c2=O)C[C@H](OCCCCO)O1)N1CCN(Cc2ccccc2)CC1 do in these assays?
Lipid storage S3: inconclusive

Results for CCOC(=O)Cc1csc(NC(=O)Cc2ccc([N+](=O)[O-])cc2)n1 ?
Lipid storage S3: -8%

How did CCn1c(CSc2nc3ccccc3n2C)nc2ccccc21 do in these assays?
Lipid storage S3: inconclusive
